tim10-1 inh: inhibits growth of tim10-1 mutant yeast; 330,000 tested, 2.2% active; S. cerevisiae tim10-1 ts strain growth, BacTiter-Glo, 24 h; inhibition, % at 20 µM; AID 463190;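 active = inhibition of at least 40%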;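 also: mutant grown at 25 °C; 0% = DMSO wells with yeast and 100% = wells holding no yeast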
hIAP block: human IAP inhibition | purified IAP, CDP-Star luminescence, 30 min | inhibition, % at 10 µM | 330,000 tested, 0.12% active | AID 2544;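 active = inhibition reaching a set limit with compound at 10 µM in the primary screen, cut at about 35% in these data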;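 also: plate controls were DMSO wells with enzyme for no effect and no-enzyme buffer wells for full effect; values of inactives mirror those of a sister screen read the other way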
NALP3 yeast inh: NALP3 inhibition in yeast; Yeast reconstituted NLRP3/ASC/caspase-1, beta-gal luminescence, 24 h; inhibition, % at 10 µM; 330,000 tested, 0.39% active; AID 2825;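 active = inhibition of 50% or more; inactive = inhibition below 50%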;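 also: plate controls were induced DMSO wells for no effect and uninduced yeast grown without galactose for full effect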
mIAP block: blocks mouse intestinal alkaline phosphatase; purified mouse IAP, CDP-Star luminescence, 30 min; inhibition, % at 10 µM; 330,000 tested, 0.2% active; AID 2806;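 active = inhibition of at least 40% at 10 µM in the primary screen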;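 also: plate controls were DMSO with enzyme for no effect and no enzyme wells for full effect; values of inactives mirror those of a sister screen read the other way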
beta cell repl: inducers of beta-cell replication in MIN6 cells; proliferation, % at 10 µM; AID 2380; 330,000 tested, 0.29% active; MIN6 cells proliferation, ATPlite luminescence, 48 h; cells starved in 0.2% serum; 100% = growth in 10% serum;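 active = compounds whose signal lies at least 3.5 SD above the mean of all wells on their plate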;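 also: 0% = DMSO-treated cells in low-serum medium and 100% = 10% serum control; some compounds called inactive have numbers as strong as hits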
APOBEC3G inh: blocks human APOBEC3G single-stranded DNA deamination. Q9HC16. recombinant A3G, ssDNA deamination FAM/TAMRA fluorescence. inhibition, % at 20 µM. 330,000 tested, 0.28% active. AID 493012;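 active = inhibition of at least 40% at 20 µM, with no more than 30% in the related APOBEC3A deaminase screen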;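 also: plate controls were DMSO wells with A3G for no effect and wells lacking A3G enzyme for full effect; some compounds called inactive have numbers as strong as hits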
Target sequence (Q9HC16 whole entry, looked up): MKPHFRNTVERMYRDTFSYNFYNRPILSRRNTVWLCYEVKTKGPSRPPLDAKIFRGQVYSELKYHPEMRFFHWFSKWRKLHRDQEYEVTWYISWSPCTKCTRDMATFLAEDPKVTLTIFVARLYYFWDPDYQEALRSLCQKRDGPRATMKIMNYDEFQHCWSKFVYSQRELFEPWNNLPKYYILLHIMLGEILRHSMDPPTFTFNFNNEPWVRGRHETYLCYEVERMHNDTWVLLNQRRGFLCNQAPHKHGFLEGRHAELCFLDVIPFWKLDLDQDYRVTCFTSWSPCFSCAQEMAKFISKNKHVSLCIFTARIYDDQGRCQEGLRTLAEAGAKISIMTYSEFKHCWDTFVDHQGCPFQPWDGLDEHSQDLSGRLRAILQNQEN
mIAP activ: increases mouse intestinal alkaline phosphatase activity; muIAP, CDP-Star luminescence, 30 min; active compounds read high; 1 = vehicle-only enzyme signal, 0 = enzyme-free wells; activation factor at 10 µM; 330,000 tested, 0.24% active; AID 2805;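 active = activation factor of at least 2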; also: the source names both 10 and 20 µM as test concentration; values of inactives mirror those of a sister screen read the other way
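Assay system: mouse IAP enzyme; reagent: chemiluminescent substrate CDP-Star; dosing: test compounds delivered from DMSO solution; schedule: 30 min at room temperature; measured by: luminescence from enzymatic CDP-Star hydrolysis; controls: DMSO-only wells and no-enzyme negative control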
TIM10 inh: growth inhibitors of TIM10 yeast strain; AID 463195; inhibition, % at 10 µM; S. cerevisiae TIM10 strain growth, BacTiter-Glo luminescence, 24 h; 330,000 tested, 1.4% active;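 active = inhibition of 40% or more at the single tested concentration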;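 also: wild-type TIM10 isogenic control strain grown at permissive 25 °C; 0% = DMSO yeast wells and 100% = minimal medium wells without yeast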
APOBEC3A inh: human APOBEC3A DNA deaminase inhibition; recombinant A3A, FAM/TAMRA ssDNA deamination fluorescence; inhibition, % at 20 µM; 330,000 tested, 0.41% active; AID 493011;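 active = at least 40% inhibition at 20 µM here, with at most 30% in a related deaminase screen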;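 also: plate controls were A3A with DMSO for no effect and wells lacking A3A enzyme for full effect; some results filed as inactive read as strong as hits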
Target sequence (P31941 whole entry, looked up): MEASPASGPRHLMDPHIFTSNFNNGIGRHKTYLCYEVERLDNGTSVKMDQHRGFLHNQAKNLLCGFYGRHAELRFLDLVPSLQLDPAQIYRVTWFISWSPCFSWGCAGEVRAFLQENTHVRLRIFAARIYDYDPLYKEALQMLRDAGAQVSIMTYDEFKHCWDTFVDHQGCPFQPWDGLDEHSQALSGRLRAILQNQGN
* = called active by the depositor.

Second line of a record – tim10-1 inh, hIAP block, NALP3 yeast inh, mIAP block, beta cell repl, APOBEC3G inh, mIAP activ, TIM10 inh, APOBEC3A inh
Cc1cc(NC(=O)CSc2nnc(CNC(=O)c3cccc(C(F)(F)F)c3)o2)no1
→ -21, -36, -4, 2, -1, -11, 0.98, -11, -1
COc1cccc(CN(C)C(=O)c2cccc(OC3CCN(C4CCCC4)CC3)c2)c1
→ 9, -30, 9, -5, 1, -4, 1, 1, -1
COc1ccc(OCC(=O)N/N=C(\C)c2ccc(OC)cc2)cc1
→ 27, 0, 13, -16, -2, -6, 1.2, -7, -5
CCN1C(=O)[C@H]2[C@@H](c3ccc(OC)cc3)N3C(=O)CN(Cc4ccccc4)C(=O)[C@@]3(Cc3ccccc3)[C@H]2C1=O
→ -2, -14, 15, -11, -4, -7, 1.1, -16, -1
CCCN(C(=O)c1ccccc1Cc1ccccc1)C1CCS(=O)(=O)C1 (stereo not given)
→ 18, 4, 20, -5, -4, -3, 1, 2, 2
N#CCCN(Cc1cccnc1)S(=O)(=O)c1ccc(S(=O)(=O)NC2CCCCC2)cc1
→ -10, 6, 8, -6, -2, -6, 1.1, -10, -3
O=C(Nc1nnc(Cc2c[nH]c3ccccc23)s1)c1ccc(Cl)cc1Cl
→ 18, -2, 20, 6, 0, -2, 0.94, 5, 2
COc1ccc(Oc2ncccc2NC(=O)c2cccc(C)c2C)cc1
→ 21, 0, 5, -10, -3, -7, 1.1, -1, -3
C[C@H](CO)N1C[C@H](C)[C@@H](CN(C)C(=O)NC2CCCCC2)Oc2c(NC(=O)Cc3ccccc3)cccc2C1=O
→ -1, 15, 18, 1, -1, -3, 0.99, 0, 1
COc1cc(CN(C)Cc2ccccc2)cc(OC)c1O
→ 5, -18, -3, -2, 0, -2, 1, 1, 1
COc1ccc(CCNc2nc(-c3cccc(NC(C)=O)c3)cs2)cc1OC
→ 13, -7, 10, 4, 0, -7, 0.96, 18, 8
COc1ccc(S(=O)(=O)N2CCC(C(=O)N[C@@H](C)C(=O)NCc3ccccc3OC)CC2)cc1
→ 6, -21, 20, -7, -3, 0, 1.1, 6, -1
Cc1ccc(C(=O)CSc2nnc(CNc3ccc(F)cc3)o2)cc1
→ 11, 8, 28, 1, -1, -9, 0.99, -14, -1
O=C(NCc1cccnc1)c1ccc(CS(=O)(=O)c2ccc(Cl)cc2)o1
→ 21, -1, 7, -13, -2, 6, 1.1, -3, -11
CC(=O)Oc1ccc(C(=O)NC(C)CCc2ccccc2)cc1 (stereo not given)
→ 3, 4, 9, 2, -3, -8, 0.98, 5, -5
CCOc1cc(Br)ccc1S(=O)(=O)N1CC(C)OC(C)C1 (stereo not given)
→ 24, 12, 27, 3, 1, -7, 0.97, 9, 0
CC(C)(C)c1cc(C(=O)NCc2ccccc2)ccn1
→ 16, 9, -4, 8, -2, -5, 0.92, 9, 1
CC(=O)c1cccc(NC(=O)CN(C)S(=O)(=O)c2ccc3c(c2)CCC(=O)N3)c1
→ -14, 8, 12, -3, -1, -3, 1, -2, 3
CC(C#N)Sc1nnc(Nc2ccccc2)s1 (stereo not given)
→ 9, -15, 10, 2, -4, -7, 0.98, -3, -2
CNc1nc(N)c([N+](=O)[O-])c(Nc2cccc(Cl)c2)n1
→ 55*, -4, 60*, 5, 2, 1, 0.95, 62*, 2
CCOC(=O)C1CCCN(c2cc(=O)n(Cc3ccc(F)cc3)c(=O)[nH]2)C1 (stereo not given)
→ 0, 13, 13, 1, -3, -6, 0.99, -3, -6
CCOC(=O)N=S(=O)(Oc1ccc([N+](=O)[O-])cc1)c1ccc(Cl)cc1 (stereo not given)
→ 13, 11, 4, 6, -3, -4, 0.94, 6, 1
Cc1ccc(-c2noc(CCC(=O)NCCCN3CCN(c4cccc(Cl)c4)CC3)n2)cc1
→ -3, 18, 20, -8, -4, -6, 1.1, 18, -1
COC(=O)[C@@H]1C[C@@]2(O)[C@H](O)[C@H](O)[C@H](O)C[C@H]2N1Cc1ccccc1OS(=O)(=O)c1ccc(C)cc1
→ -15, 11, 5, -2, -6, -5, 1, -1, -2
CC(=O)N1CCN(C(=O)c2cccc(S(=O)(=O)Nc3ccc(C)cc3)c2)CC1
→ 6, -16, 26, 3, -5, -4, 0.97, -8, -3
COc1ccc(N2CCN(CCNC(=O)CCNS(=O)(=O)c3cccs3)CC2)cc1
→ 11, 8, 7, -2, -3, -2, 1, -17, -1
CC1CC(C)CN(CCCNC(=O)c2nn(C)c3c2CS(=O)(=O)c2ccccc2-3)C1 (stereo not given)
→ 11, -7, 0, 6, 0, -6, 0.94, 5, -7
O=C(O)c1occc1CSc1ccccc1
→ -23, -13, 4, -1, -3, -3, 1, 3, -2
CCOC(=O)C(=CNc1cc(C)nn1-c1ccc(C)cc1)C(=O)OCC
→ 13, -3, 10, 2, -2, -4, 0.98, 23, -3
O=C(COC(=O)c1cccnc1Cl)Nc1cc(S(=O)(=O)N2CCCCCC2)ccc1Cl
→ -6, -11, 5, 4, 3, -3, 0.96, 9, 1
CC(C)CC(=O)NN(C)c1nc(-c2ccccc2)nnc1C(F)(F)F
→ 19, 16, 22, 3, -2, -4, 0.97, 14, -3
COc1ccc(C)cc1S(=O)(=O)N1CCCC(C(=O)NCc2ccccn2)C1 (stereo not given)
→ 6, 0, 11, 4, 2, -5, 0.95, 9, -6
Cc1cccc(/C(N)=N/OC(=O)c2ccoc2C)c1
→ 44*, 2, 12, 9, -4, -1, 0.91, 55*, 3
CN(C)S(=O)(=O)c1ccc(NC(=O)CN2C(=O)NC(Cc3ccccc3)C2=O)cc1 (stereo not given)
→ -11, 3, 5, -4, -2, -10, 1, 2, -1
C/C(=N\NC(=O)c1cc(C)oc1C)c1ccc(N2CCOCC2)cc1
→ 8, -4, -2, -3, -2, -6, 1, -16, -3
COc1ccc(NS(=O)(=O)c2ccc(F)cc2F)cn1
→ 18, 5, -6, -7, -2, -5, 1.1, -6, -6
Cc1noc(C)c1COc1ccccc1C(=O)N(C)Cc1ccc(F)cc1
→ 21, -5, 8, 8, -1, -6, 0.92, 16, -4
COc1ccc(-c2nn(C)c3sc(C(=O)N4CCOCC4)cc23)cc1OC
→ 20, 5, 14, -4, -3, 3, 1, 23, 5
COc1ccc(Cl)cc1S(=O)(=O)N1CCN=C1C
→ -14, 14, 2, 2, 9, -5, 0.98, -10, -2
CCCCn1c(N)c(N(CCC(C)C)C(=O)C2CCCC2)c(=O)[nH]c1=O
→ 1, 2, 14, -1, 0, -5, 1, -2, -1
O=C(COC(=O)c1cc[n+]([O-])cc1)NC(=O)c1ccc(OC(F)F)cc1
→ -3, -3, 4, 8, -1, -6, 0.92, 1, -1
Cc1ccc2oc(=O)n(CCOc3ccccc3)c2c1
→ 16, 3, -13, 0, -1, -7, 1, -7, 4
CC(=O)c1cccc(NC(=O)CCNS(=O)(=O)c2cccc3nsnc23)c1
→ 13, 1, 13, 3, -3, -1, 0.97, -2, -2
CCOC(=O)N1CCC(n2c(SCC(=O)NCc3ccccc3)nc3ccccc3c2=O)CC1
→ 43*, -15, 10, -21, 1, 9, 1.2, 25, -2
CSc1nnc(-c2ccncc2)n1/N=C/c1cn(-c2ccccc2)nc1-c1ccc(Cl)cc1
→ 15, -6, -4, 1, 2, -2, 0.99, -1, -4
CC(C(=O)NCc1ccccc1Cl)n1cc([N+](=O)[O-])cn1 (stereo not given)
→ 0, -47, 11, -1, 2, -4, 1, -2, 1
COc1ccc(C2/C=C\CN(S(=O)(=O)c3ccc4ccccc4c3)CC(=O)N2Cc2ccc(F)cc2)cc1 (stereo not given)
→ 15, -6, 13, 9, -6, -10, 0.91, 12, -6
Cc1nc(Oc2cccc(Cl)c2)c2oc3ccccc3c2n1
→ 29, 5, 4, 6, -2, -3, 0.94, 15, -2
CCCC(O)(CCC)C(=O)NNc1ccc(C)cc1
→ -17, 10, 26, -1, 0, -12, 1, 13, -3
CC1(c2ccc3noc(-c4ccc(F)cc4)c3c2)OCCO1
→ 24, 6, -9, 5, -5, -3, 0.95, 14, -1

New compounds follow.
Second line of a record – tim10-1 inh, hIAP block, NALP3 yeast inh, mIAP block, beta cell repl, APOBEC3G inh, mIAP activ, TIM10 inh, APOBEC3A inh
CN(c1ccc(C(=O)Nc2ccc(CC#N)cc2)cc1)S(C)(=O)=O
→ -13, -1, 23, 7, 4, -4, 0.93, 8, -1
Cc1oc(-c2ccccc2F)nc1CS(=O)(=O)CC(=O)NCCN(C)C1CCCCC1
→ -1, 10, 3, 8, -2, -5, 0.92, 3, -2
O=C(CSc1nc2c([nH]c3ccccc32)c(=O)n1-c1ccccc1)NCC1CCCO1 (stereo not given)
→ -5, 10, 27, -5, -3, -4, 1.1, 2, 5
COc1ccccc1N1C(=O)C(=O)N(C)C1=O
→ -2, 8, 15, -14, -2, -6, 1.1, -12, -3
Cc1cc(=O)[nH]c(NCc2ccccc2)n1
→ -6, -3, 2, -7, -3, -4, 1.1, -11, -8
C=CCn1c(SCC(N)=O)nc(C)cc1=O
→ -1, 10, 8, 7, -3, -2, 0.93, 0, -2
CC(C)COc1ccc(Cc2cnc(N)nc2N)cc1
→ -4, -9, 29, 4, -2, -10, 0.96, 9, -3
COc1cc2[nH]c(-c3ccc(C)cc3)cc(=O)c2cc1OC
→ -19, 9, 7, -2, 1, -4, 1, -11, -2
CCCOc1cccc(NC(=O)c2c(-c3ccccc3)noc2C)c1
→ 41*, -26, 2, -18, -3, -8, 1.2, 18, -1
COc1ccccc1-n1cc2c([N+](=O)[O-])cc([N+](=O)[O-])cc2n1
→ 49*, 6, 18, -1, -7, 2, 1, 31, 3
CN(C)S(=O)(=O)Oc1ccc(C(=O)Nc2cccc(Cl)c2)cc1
→ 25, 4, 15, -9, 0, -3, 1.1, 47*, -2
CC[C@H](C)[C@H](NS(=O)(=O)c1ccc(C)cc1)C(=O)N1CCC(C(=O)N[C@H](C(=O)O)C(C)C)CC1
→ 5, -14, -1, -1, -1, -6, 1, 3, -6
COc1ccc(C)cc1NC(=O)c1ccc(S(=O)(=O)N2CCOCC2)cc1
→ 8, 6, 10, -4, -1, 1, 1, 15, 3

Just NALP3 yeast inh and mIAP activ, for some of the entries so far:
mol | NALP3 yeast inh | mIAP activ
CC[C@H](C)[C@H](NS(=O)(=O)c1ccc(C)cc1)C(=O)N1CCC(C(=O)N[C@H](C(=O)O)C(C)C)CC1 | -1 | 1
C=CCn1c(SCC(N)=O)nc(C)cc1=O | 8 | 0.93

Source: PubChem (Sanford-Burnham Center for Chemical Genomics)
